# ER stress rescue = protection against thapsigargin-triggered cell killing – 384-well, CSM14.1, ATP luminescence, primary screen (AID 1222); 190,000 tested, under 10 active; one-dose cellular ATP content (survival), % at 20 µM; EC50 in µM for titrated hits; CSM14.1 thapsigargin-induced death rescue, ATP luminescence; higher % means a stronger effect;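 active = EC50 below 50 µM in the dose-response confirmation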;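 also: death triggered by thapsigargin at about 15 µM added after 2 h compound pretreatment; cell ATP read after overnight thapsigargin exposure of roughly 18 to 22 hours; normalized against plate controls of thapsigargin alone and 5% DMSO vehicle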
# P. falciparum M1AAP = P. falciparum M1AAP inhibitors, biochemical, fluorogenic H-Leu-NHMec substrate, 1536-well (AID 1445); recombinant M1AAP, H-Leu-NHMec fluorogenic kinetic assay; higher % means a stronger effect; inhibition, % at 30 µM; hits with a dose series show IC50 in µM; 220,000 tested, 0.42% active;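 active = primary inhibition above the hit cutoff, then over 50% inhibition at one or more dose response concentrations, cut at about 23% in these data, passing the limit was not always enough; inconclusive = conflicting primary data, or primary hits not chosen for dose response; inactive = low primary inhibition, or under 50% at every dose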;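 also: plate controls were DMSO full reaction for no effect and no enzyme background for full effect; strong numbers were not always called active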
# Hep lipid drop = modulators of hepatic lipid droplet formation | AML12 mouse hepatocytes, oleate lipid droplets, BODIPY imaging | inhibition, % at 6.5 µM | 240,000 tested, 0.4% active | AID 1656;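 active = lipid droplet intensity inhibited by at least 50%, with more than 500 cells counted; inconclusive = wells with under 300 cells, treated as cytotoxic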
#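 Material – mouse AML12 hepatocyte cell line, fixed after treatment · Compound dosing – one dose, 6.5 µM compound · Times – compound with oleate, overnight · Measured by – Image-based BODIPY and DAPI two-channel analysis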
# TNAP activation fold = stimulation of alkaline phosphatase TNAP activity – biochemical, luminescent, no phosphate acceptor, uHTS, primary screen (AID 1001). purified TNAP, luminescent activation assay, no phosphate acceptor; higher activation fold means a stronger effect. one-dose activation fold at 20 µM; EC50 in µM for titrated hits. 200,000 tested, 0.03% active; in the data active = activation fold from about 3, or a potency from the dose series; inactive = the rest, 99 in 100 with activation fold below about 1.6; also: many of its hits are not listed in these tables
# WT yeast gro inh = growth inhibition of WT yeast, mitochondrial fusion screen. inhibition, % at 10 µM. mitochondrial fusion phenotypic screen, WT strain. 190,000 tested, 2.1% active; in the data active = inhibition above about 58%; tested in S. cerevisiae
# human PMI inhibitors = MPI inhibition at elevated mannose 6-phosphate – biochemical, fluorescence intensity, high mannose 6-phosphate, primary screen (AID 1220). recombinant PMI enzyme, coupled fluorescence intensity; higher % means a stronger effect. one-dose inhibition, % at 20 µM; IC50 in µM for titrated hits. 190,000 tested, 0.66% active
# K1F lysis inhibition = protection from phage-mediated lysis, alamar blue read-out – E. coli UTI89, K1F phage, bacterial capsule biogenesis inhibitors (AID 488966); E. coli UTI89 K1F phage lysis, alamar blue, 2 h; higher % means a stronger effect; one-dose inhibition, % at 100 µM; IC50 in µM for titrated hits; 340,000 tested, 0.02% active;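 active = phage lysis inhibition, versus mean bacterial control, above a set limit; inconclusive = no clear call, values can overlap the other calls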;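 also: capsule biogenesis inhibitors block K1F phage lysis so surviving cells raise fluorescence; higher fluorescence means more inhibition of phage lysis; actives were called in the ten point dose series up to 300 µM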
# PMI inhibitors = inhibitors of human PMI, primary screen, biochemical, fluorescence intensity, coupled assay (AID 1209). one-dose inhibition, % at 20 µM; IC50 in µM for titrated hits. purified PMI enzyme, coupled fluorescence intensity; higher % means a stronger effect. 190,000 tested, 0.42% active;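 also: plate controls were DMSO vehicle for no effect and wells lacking substrate for full effect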
# Myeloid diff MLP = promotes myeloid progenitor differentiation; ER-HoxA9 myeloid progenitors, lysozyme-GFP differentiation, flow cytometry; calls only at 10 µM; 360,000 tested, 1% active; AID 624256;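 active = normalized GFP-positive differentiation at or above the plate's own cutoff, the solvent-only control mean plus 3 SD; inconclusive = no clear call, values can overlap the other calls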;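 also: cells exposed to compound for four days before flow analysis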
# WT yeast gro inh mutant strain = further read-out of WT yeast gro inh, marked with its call; inhibition, %; mitochondrial fusion phenotypic screen, mutant strain inhibition
# Hep lipid drop cells 6.5 µM = further read-out of Hep lipid drop, marked with its call; cell count; measured here: cell count, cytotoxicity flag;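 cells counted across two imaged fields per well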
# Myeloid diff MLP GFP+ MAC1+ % = second read-out of Myeloid diff MLP, no call of its own (marks repeat the call); GFP+ MAC1+ double positive, %; measured here: differentiation confirmed by MAC1 staining
# Active calls of the source: *; i = inactive; ? = inconclusive; . = not tested or not shown; + = active, no number; [ ] = another dose, or the depositor's remark. Rule as the data show it, unless noted: active = inhibition above about 50%; inactive = the rest. This is a random part of the collection; 4.6% or so of the library scored in one or more.
SMILES,ER stress rescue,P. falciparum M1AAP,Hep lipid drop,Hep lipid drop cells 6.5 µM,TNAP activation fold,WT yeast gro inh,WT yeast gro inh mutant strain,human PMI inhibitors,K1F lysis inhibition,PMI inhibitors,Myeloid diff MLP,Myeloid diff MLP GFP+ MAC1+ %
Cc1nc(C(=O)NNC(=O)Nc2ccc(Cl)cc2)cs1,.,3%,-1,676,.,.,.,.,-1.0%,.,i,0.6
Cc1nnc(SCc2ccccc2)nc1/C=C/NOCc1ccc(Cl)cc1Cl,-1.0%,9%,7,749,1.2,5,-11,-7%,0.3%,0%,i,0.7
COc1cccc(/C=C2\C(=O)C(=O)c3ccccc32)c1,-0.5%,1%,22,790,0.9,-3,-4,-5%,-0.5%,6%,+,54*
CCc1nnc(NC(=O)Nc2ccccc2OC)s1,-1.4%,6%,0,749,1.1,59*,-3.0*,-5%,4.0%,-4%,i,1.6
c1ccc(-c2csc(Nc3ncccn3)n2)cc1,-1.9%,-1%,-32,662,1,4,-2,-10%,0.8%,-2%,i,1.1
CCn1ncc(Br)c1C(=O)Nc1ccn(C23CC4CC(CC(C4)C2)C3)n1,0.1%,3%,.,.,1.1,29,22,5%,15%,1%,i,0.3
COc1ccc(OC)c(/C=N/NC(=O)c2[nH]nc3c2CCc2ccccc2-3)c1,1.3%,10%,-1,477,1.3,-11,-7,5%,0.2%,11%,i,0.4
Cc1ccn2c(CNC(C)CCn3cccn3)c(C(=O)N3CCCCCC3)nc2c1 (stereo unspecified),-1.4%,2%,-12,689,1.1,8,5,2%,0.1%,-1%,i,0.3
CCOC(=O)c1snc2c(=O)[nH]cnc12,-1.4%,2%,.,.,1.2,12,-17,2%,0.6%,1%,i,0.7
CC(NC(=O)c1ccc(CS(=O)(=O)Cc2ccccc2F)o1)c1ccc2c(c1)OCCO2 (stereo unspecified),0.4%,4%,2,728,1.1,3,2,16%,0.4%,14%,i,0.5
COC(=O)c1ccc(CSc2ccc3nnc(-c4cccc(F)c4)n3n2)o1,.,6%,-4,650,1,11,6,-42%,-0.4%,-16%,i,2.8
CN1CCN(S(=O)(=O)c2ccc(N(C)Cc3cccs3)nc2)CC1,-1.3%,10%,.,.,1,-10,-9,-5%,0.5%,-10%,i,0.3
CCCCCCCCC(=O)NC(NC(=S)N1CCOCC1)C(Cl)(Cl)Cl (stereo unspecified),2.3%,-1%,-1,722,1.2,0,-4,13%,-0.2%,17%,i,1.4
O=C1C2CCCN2C(=O)N1CCN1CCN(CCO)CC1 (stereo unspecified),-1.0%,-4%,-2,684,1.1,-14,-23,-24%,2.2%[50 µM],-20%,i,0.6
CC(C)COCC(CN(Cc1ccccc1)c1ccccc1)N1CCCC1 (stereo unspecified),-4.6%,-8%,-20,569,1.1,48,39,0%,4.9%,-9%,i,4.0
CC(c1ccc(Br)cc1)N1CC23C=CC(O2)C(C(=O)O)C3C1=O (stereo unspecified),0.2%,-4%,.,.,1.1,10,7,5%,0.6%,-1%,i,1.5
Cc1cc(NC(=O)COC(=O)CSCc2ccc(Cl)c(Cl)c2)no1,5.1%,3%,2,794,1.1,2,-10,11%,-1.0%,20%,i,5.0
Cc1ccc(NC(=O)CS(=O)Cc2nc(-c3ccc(C)cc3)oc2C)cc1 (stereo unspecified),-0.6%,3%,.,.,0.9,-2,14,0%,1.7%,-8%,i,4.2
COc1cccc(Cn2cnc3c(NS(=O)(=O)c4cc(Cl)ccc4Cl)c(C)c(C)cc32)c1,-3.2%,-3%,-25,703,1.2,44,26,23%,1.3%,22%,?,.
COc1cccc2c1OC1(C)CC2NC(=O)N1 (stereo unspecified),0.5%,3%,.,.,1.2,14,13,-3%,0.2%,2%,i,2.2
CCOC(=O)Cc1csc(NC(=O)COc2ccccc2OCC)n1,1.0%,9%,.,.,1,11,7,-3%,0.5%,4%,i,0.5
Cc1ccc2cc(C(c3nnnn3C3CCCC3)N3CCOCC3)c(=O)[nH]c2c1C (stereo unspecified),-0.8%,18%,.,.,1.1,0,-5,-5%,0.4%,-2%,i,0.7
CC(=O)Nc1nc2ccccc2n1Cc1ccc(C)cc1,-7.7%,1%,1,681,1.3,15,16,-3%,-1.2%,-8%,i,0.7
COC(=O)c1ccc(C)c(-n2c(C)cc(C=O)c2C)c1,-2.2%,7%,11,621,1.1,10,-1,-4%,-3.8%,-1%,i,0.4
Cc1cc(C)c(NC(=O)CN(C2CCCCC2)C2CCCCC2)c(C)c1,1.9%,8%,-4,746,1.1,36,36,12%,0.6%,13%,i,6.3
# Later entries
SMILES,ER stress rescue,P. falciparum M1AAP,Hep lipid drop,Hep lipid drop cells 6.5 µM,TNAP activation fold,WT yeast gro inh,WT yeast gro inh mutant strain,human PMI inhibitors,K1F lysis inhibition,PMI inhibitors,Myeloid diff MLP,Myeloid diff MLP GFP+ MAC1+ %
Cc1[nH]n(-c2ccccc2)c(=O)c1C(c1ccccc1C(=O)O)c1c(C)[nH]n(-c2ccccc2)c1=O,0.2%,1%,14,654,1.1,-5,-13,-22%,0.5%[50 µM],-25%,i,0.9
O=C(c1ccc([N+](=O)[O-])s1)N1CCN(c2ccccc2)CC1,-1.3%,7%,0,492,1,-9,5,7%,-0.3%,4%,i,0.1
CCn1c(C)nc2cc(S(=O)(=O)N3CCCCC3)ccc21,-1.1%,4%,.,.,1.1,-11,-6,-13%,4.6%,-8%,i,0.9
Cc1nc(N2CCOCC2)c(C#N)c2c1COC(C)(C)C2,0.4%,4%,2,774,1,0,2,-1%,3.1%,2%,i,0.8
COC(c1ccccc1)c1nnc(CCC(=O)NCCCc2ccccc2)o1 (stereo unspecified),-0.5%,0%,-1,683,1.1,-16,-14,0%,0.5%,4%,i,0.8
N#CC1=C(N)NC(SCc2ccc(Cl)cc2)=C(C#N)C12CCCCC2,-1.5%,4%,-21,546,1,11,7,24%,-0.5%,26%,i,0.6
O=C(COc1cccc2c1CCN(Cc1ccc(Br)cc1)C2=O)N1CCOCC1,.,0%,11,707,1.1,12,12,-9%,0.2%,-9%,i,0.2
CCOC(=O)N1CCN(C(=O)COc2ccc3c(c2)C(=O)CC(C)(C)O3)CC1,-0.4%,6%,11,750,1.1,5,6,0%,0.1%,-5%,i,0.6
CN1CCN(NC(=O)c2ccc(Cl)c([N+](=O)[O-])c2)CC1,-4.4%,13%,4,741,1.1,0,1,6%,0.5%,10%,i,0.5
COc1ccc(NC(=S)N(Cc2ccccn2)Cc2ccccc2Cl)cc1,-2.4%,3%,6,796,1.1,75*,46*,11%,0.2%,12%,i,0.6
NS(=O)(=O)c1ccc(CCNC(=O)CSc2nc3ccsc3c(=O)n2CCCCC(=O)O)cc1,-0.6%,14%,7,698,1,-3,11,-4%,-0.3%,-7%,i,0.1
Cc1c(Cl)c([N+](=O)[O-])nn1CCCC(=O)O,-1.8%,-3%,1,677,1.1,-17,-4,8%,0.3%,-6%,i,0.2
Cc1ccc2nc(SCC(=O)c3ccc(O)cc3O)[nH]c2c1,.,11%,-5,760,.,.,.,.,1.3%,.,i,0.2
C/C(=N\Nc1ccc(C(=O)O)cc1)c1ccc(Br)cc1,.,7%,-6,648,.,.,.,.,-0.2%[50 µM],.,i,0.3
CCOc1ccccc1NC(=O)Cn1c(=O)c2ccccc2n(CC)c1=O,-0.6%,3%,-23,622,1.1,-1,-21,-7%,-0.1%,-2%,i,6.7
Cc1ccc(S(=O)(=O)N2CCCC2)cc1S(=O)(=O)N1CCCC1,-2.6%,8%,0,697,1.1,-13,-13,7%,0.5%,10%,i,0.9
Cc1ccc2oc(=O)n(CCCOc3ccccc3C)c2c1,2.2%,-8%,0,675,1.1,64*,16*,10%,0.2%,14%,i,0.2
Cc1cc(C(F)F)n2ncc(C(=O)N3CCCCC3)c2n1,-0.9%,7%,-138,638,1.1,-18,-2,2%,1.4%,-1%,i,1.0
COc1cc(OC)cc(C(=O)Nc2ccc(S(=O)(=O)N(C)C)cc2)c1,-1.1%,-2%,.,.,1.1,12,-8,14%,9.4%,11%,i,0.9
CC1CN(S(=O)(=O)c2ccc(C(=O)NCCCn3ccnc3)cc2)CC(C)O1 (stereo unspecified),1.6%,2%,-3,779,1.1,1,9,-20%,6.8%,-28%,i,0.3
Cc1c(NC(=O)C(C)OC(=O)c2cc(Cl)nc(Cl)c2)c(=O)n(-c2ccccc2)n1C (stereo unspecified),-0.3%,4%,12,589,1.2,-10,7,1%,0.5%,5%,i,0.3
O=C(Nc1ccc(N2CCN(c3ccccc3)CC2)c(F)c1)C1CC1,.,2%,-19,652,1.1,-1,1,-6%,0.2%,-6%,i,0.4

# Ordered by count of non-hydrogen atoms (smallest number first): part of the list above
SMILES,ER stress rescue,P. falciparum M1AAP,Hep lipid drop,Hep lipid drop cells 6.5 µM,TNAP activation fold,WT yeast gro inh,WT yeast gro inh mutant strain,human PMI inhibitors,K1F lysis inhibition,PMI inhibitors,Myeloid diff MLP,Myeloid diff MLP GFP+ MAC1+ %
Cc1c(Cl)c([N+](=O)[O-])nn1CCCC(=O)O,-1.8%,-3%,1,677,1.1,-17,-4,8%,0.3%,-6%,i,0.2
CN1CCN(NC(=O)c2ccc(Cl)c([N+](=O)[O-])c2)CC1,-4.4%,13%,4,741,1.1,0,1,6%,0.5%,10%,i,0.5
O=C(Nc1ccc(N2CCN(c3ccccc3)CC2)c(F)c1)C1CC1,.,2%,-19,652,1.1,-1,1,-6%,0.2%,-6%,i,0.4
O=C(COc1cccc2c1CCN(Cc1ccc(Br)cc1)C2=O)N1CCOCC1,.,0%,11,707,1.1,12,12,-9%,0.2%,-9%,i,0.2
Cc1c(NC(=O)C(C)OC(=O)c2cc(Cl)nc(Cl)c2)c(=O)n(-c2ccccc2)n1C (stereo unspecified),-0.3%,4%,12,589,1.2,-10,7,1%,0.5%,5%,i,0.3
NS(=O)(=O)c1ccc(CCNC(=O)CSc2nc3ccsc3c(=O)n2CCCCC(=O)O)cc1,-0.6%,14%,7,698,1,-3,11,-4%,-0.3%,-7%,i,0.1
Cc1[nH]n(-c2ccccc2)c(=O)c1C(c1ccccc1C(=O)O)c1c(C)[nH]n(-c2ccccc2)c1=O,0.2%,1%,14,654,1.1,-5,-13,-22%,0.5%[50 µM],-25%,i,0.9

# Screens (PubChem BioAssay)
